Screening data: PubChem BioAssay, several laboratories
Pf gamet viab: inhibitors of late stage P. falciparum gametocyte viability; P. falciparum stage V gametocytes, ATP luminescence, 24 h; inhibition, % at 10.9 µM; hit rate 0.065% among 150,000; AID 743093;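 active = inhibition above the mean plus 3 SD of compounds within the control limits, set per campaign, cut at about 38% in these data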;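 note: 0% = DMSO wells and 100% = medium only without gametocytes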
Avidin fluor: avidin bead compound fluorescence profile; AID 1775; hit rate 0.38% among 220,000; Avidin beads, compound fluorescence 488/530 nm, flow cytometry; hits give high values; fluorescence (KMESF) at 10 µM; in the data active = fluorescence above about 47; note: inactives centre near 10
Mcl1 Bid PPI: disrupts binding of human Mcl-1 to Bid peptide | TR-FRET Mcl-1/Bid-Dy647 peptide binding, 1536-well | inhibition, % at 21.7 µM | hit rate 0.97% among 220,000 | AID 1021;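 active = compounds that cut the binding signal by more than half at the single screening dose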;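 note: His-tagged Mcl-1 with europium anti-His antibody binding Bid BH3 peptide; 0% = Mcl-1 plus peptide wells and 100% = peptide-only wells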
Target sequence (Q07820 whole entry, looked up): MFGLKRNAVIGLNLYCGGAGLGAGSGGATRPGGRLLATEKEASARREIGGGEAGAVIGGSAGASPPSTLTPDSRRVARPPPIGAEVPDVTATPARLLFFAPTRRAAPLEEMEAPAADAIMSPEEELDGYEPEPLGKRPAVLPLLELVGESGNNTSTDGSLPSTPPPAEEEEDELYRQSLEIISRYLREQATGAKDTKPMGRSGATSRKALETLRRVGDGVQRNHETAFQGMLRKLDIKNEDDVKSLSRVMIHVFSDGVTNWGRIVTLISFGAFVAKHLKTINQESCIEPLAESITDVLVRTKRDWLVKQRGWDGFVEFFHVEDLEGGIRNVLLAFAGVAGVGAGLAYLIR
Mcl1-Noxa inh: disrupts binding of human Mcl-1 to Noxa peptide. Q07820. TR-FRET Mcl-1/Noxa peptide binding, 2 h. inhibition, % at 21.7 µM. hit rate 1.5% among 220,000. AID 1022;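 active = compounds that cut the protein-peptide binding signal by more than 50% relative to plate controls in a single-dose test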;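 note: His-tagged Mcl-1 with rhodamine Noxa BH3 peptide and terbium anti-His antibody; 0% = Mcl-1 plus Noxa peptide wells and 100% = peptide-only wells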
Starred values were filed as active, the others as inactive.

Screening CN(C)c1nc(-c2cccs2)cc(C(F)(F)F)c1C#N returned Pf gamet viab 12, Avidin fluor 6, Mcl1 Bid PPI 6 and Mcl1-Noxa inh 11.
O=C(NCCCc1ccccc1)C1CCC(CNc2c(N3CCCCC3)c(=O)c2=O)CC1 (stereo not drawn) was read as Pf gamet viab 12, Avidin fluor 7, Mcl1 Bid PPI -25 and Mcl1-Noxa inh -3.
For CC(C)(C)OC(=O)NCCc1nnc(SCc2cccc(Cl)c2)o1 the results were Pf gamet viab -7, Avidin fluor 6, Mcl1 Bid PPI -2 and Mcl1-Noxa inh -9.
Screening O=C(c1cccc(C(F)(F)F)c1)N1CCc2c([nH]c3ccccc23)C1C(F)(F)F (stereo not drawn) returned Pf gamet viab -12, Avidin fluor 2, Mcl1 Bid PPI -7 and Mcl1-Noxa inh 1.
CCN(CC)c1ccc(/C=N/NC(=O)c2ccoc2C)c(O)c1 was read as Pf gamet viab -23, Avidin fluor 7, Mcl1 Bid PPI -101 and Mcl1-Noxa inh 37.
For O=S(=O)(Cc1ccc(Cl)cc1)C1CCCCC1O (stereo not drawn) the results were Pf gamet viab -6, Avidin fluor 5, Mcl1 Bid PPI -29 and Mcl1-Noxa inh 1.
`O=C1NC(=S)S/C1=C\c1coc2ccc(O)cc2c1=O` gave Pf gamet viab -27, Avidin fluor 6, Mcl1 Bid PPI 11 and Mcl1-Noxa inh 46.
For COc1ccc(CNC(=O)/C=C/C(=O)O)cc1 the results were Pf gamet viab 1, Avidin fluor 3, Mcl1 Bid PPI 4 and Mcl1-Noxa inh 11.
`CC(C)c1ccc(N=C2N=C(N)c3ccccc32)cc1` gave Pf gamet viab -7, Avidin fluor 6, Mcl1 Bid PPI -6 and Mcl1-Noxa inh 0.
For COc1ccc(C)cc1S(=O)(=O)N1CCCCCC1 the results were Pf gamet viab 21, Avidin fluor 7, Mcl1 Bid PPI -38 and Mcl1-Noxa inh 6.
O=[N+]([O-])c1ccc(N/N=C/c2ccccc2)cc1 was read as Pf gamet viab -19, Avidin fluor 6, Mcl1 Bid PPI -8 and Mcl1-Noxa inh 2.
For CCCCCCN1C=CC=C/C1=C\C=C(C#N)C#N the results were Pf gamet viab -20, Avidin fluor 7, Mcl1 Bid PPI -52 and Mcl1-Noxa inh 1.
`COc1ccc(C(=O)Nc2cccnc2Sc2ccc(Cl)cc2)cc1` gave Pf gamet viab -20, Avidin fluor 7, Mcl1 Bid PPI 6 and Mcl1-Noxa inh -1.
Screening Cc1ccccc1C(=O)Nc1nnc(CC(=O)N/N=C/c2ccco2)s1 returned Pf gamet viab -19, Avidin fluor 10, Mcl1 Bid PPI 18 and Mcl1-Noxa inh -76.
CCOc1ccc(S(=O)(=O)/N=C(\N)c2ccccc2)cc1 was read as Pf gamet viab -4, Avidin fluor 4, Mcl1 Bid PPI -13 and Mcl1-Noxa inh 4.
`Cn1nnc(NC(=S)NC(=O)c2cc3ccccc3o2)n1` gave Pf gamet viab -22, Avidin fluor 10, Mcl1 Bid PPI -113 and Mcl1-Noxa inh 9.
For O=C(NCc1ccco1)c1ccc2c(c1)CCO2 the results were Pf gamet viab 10, Avidin fluor 7, Mcl1 Bid PPI -5 and Mcl1-Noxa inh 14.
Cc1ccc(C(=O)Cn2nnc3ccccc32)cc1[N+](=O)[O-] was read as Pf gamet viab -6, Avidin fluor 4, Mcl1 Bid PPI -1 and Mcl1-Noxa inh 8.
Screening Cn1c(-c2ccccc2)n[nH]c1=S returned Pf gamet viab 16, Avidin fluor 6, Mcl1 Bid PPI -23 and Mcl1-Noxa inh 15.
Screening COC(=O)c1nn(-c2ccc(F)cc2)ccc1=O returned Pf gamet viab -8, Avidin fluor 6, Mcl1 Bid PPI 1 and Mcl1-Noxa inh -2.
Screening CCOC(=O)c1cn(CC)c2cc(F)c(F)cc2c1=O returned Pf gamet viab 3, Avidin fluor 8, Mcl1 Bid PPI -8 and Mcl1-Noxa inh 7.
`COc1ccc2nc(NC(=O)Cn3cnc4ccccc4c3=O)sc2c1` gave Pf gamet viab -13, Avidin fluor 15, Mcl1 Bid PPI 18 and Mcl1-Noxa inh -58.
`CC1(C)C2CCC(C2)C1C/C=N/NC(N)=S` (stereo not drawn) gave Pf gamet viab -4, Avidin fluor 4, Mcl1 Bid PPI -85 and Mcl1-Noxa inh 4.
For CCc1ccc(S(=O)(=O)NCc2ccc(N3CCN(C)CC3)cc2)cc1 the results were Pf gamet viab 4, Avidin fluor 3, Mcl1 Bid PPI -18 and Mcl1-Noxa inh -8.
`COCCNC(=S)N/N=C(\C)c1ccc(Cl)s1` gave Pf gamet viab 2, Avidin fluor 8, Mcl1 Bid PPI -125 and Mcl1-Noxa inh -62.
C[C@@H]1CC=C[C@H]2[C@H]1C(=O)N(Cc1ccccc1)[C@H]2c1ccc(C(F)(F)F)cc1 was read as Pf gamet viab -48, Avidin fluor 7, Mcl1 Bid PPI -45 and Mcl1-Noxa inh 1.
Cc1cccc(C(=O)n2c(=S)nc3cc(C)ccn32)c1 was read as Pf gamet viab 0, Avidin fluor 8, Mcl1 Bid PPI -12 and Mcl1-Noxa inh 0.
COc1ccc(C2=NNC(=Nc3cc(S(=O)(=O)N(C)C)ccc3C)SC2)c(OC)c1 was read as Pf gamet viab 16, Avidin fluor 7, Mcl1 Bid PPI 0 and Mcl1-Noxa inh 23.
CC1(C(=O)O)COC(c2ccc(Cl)cc2)OC1 (stereo not drawn) was read as Pf gamet viab -13, Avidin fluor 6, Mcl1 Bid PPI -3 and Mcl1-Noxa inh 0.
NC(=O)Cc1nc(-c2ccc(F)cc2)cs1 was read as Pf gamet viab -7, Avidin fluor 7, Mcl1 Bid PPI -9 and Mcl1-Noxa inh 2.
O=C(O)c1ccc(NCc2nc3ccccc3n2Cc2ccccc2)cc1 was read as Pf gamet viab 5, Avidin fluor 12, Mcl1 Bid PPI -22 and Mcl1-Noxa inh 9.
Screening N#Cc1nccnc1N1CCN(C(=O)Nc2ccccc2)CC1 returned Pf gamet viab -2, Avidin fluor 6, Mcl1 Bid PPI -19 and Mcl1-Noxa inh 16.
COC(=O)[C@H](C)NC(=O)NCc1ccccc1 was read as Pf gamet viab 13, Avidin fluor 7, Mcl1 Bid PPI -14 and Mcl1-Noxa inh -6.
Screening CC(=O)CSc1cc(C)nc2c(-c3ccccc3)c(C)nn12 returned Pf gamet viab -6, Avidin fluor 3, Mcl1 Bid PPI -17 and Mcl1-Noxa inh 5.
COc1ccc(-c2ccc(CCC(=O)O)n2NC(N)=O)cc1 was read as Pf gamet viab 21, Avidin fluor 6, Mcl1 Bid PPI -153 and Mcl1-Noxa inh 8.
O=C(Cn1cccc(C(F)(F)F)c1=O)c1ccc(Cl)cc1 was read as Pf gamet viab -22, Avidin fluor 7, Mcl1 Bid PPI -4 and Mcl1-Noxa inh 8.

Four structures already listed, ordered by formula weight, ascending:
NC(=O)Cc1nc(-c2ccc(F)cc2)cs1 was read as Pf gamet viab -7, Avidin fluor 7, Mcl1 Bid PPI -9 and Mcl1-Noxa inh 2.
`COCCNC(=S)N/N=C(\C)c1ccc(Cl)s1` gave Pf gamet viab 2, Avidin fluor 8, Mcl1 Bid PPI -125 and Mcl1-Noxa inh -62.
O=C(O)c1ccc(NCc2nc3ccccc3n2Cc2ccccc2)cc1 was read as Pf gamet viab 5, Avidin fluor 12, Mcl1 Bid PPI -22 and Mcl1-Noxa inh 9.
C[C@@H]1CC=C[C@H]2[C@H]1C(=O)N(Cc1ccccc1)[C@H]2c1ccc(C(F)(F)F)cc1 was read as Pf gamet viab -48, Avidin fluor 7, Mcl1 Bid PPI -45 and Mcl1-Noxa inh 1.

The results go on:
`CCC(=O)N(Cc1cc(=O)[nH]c2ccccc12)c1ccccc1` gave Pf gamet viab -10, Avidin fluor 7, Mcl1 Bid PPI -15 and Mcl1-Noxa inh -11.
COc1ccc(/C=N/N2CCOCC2)cc1Cn1cc([N+](=O)[O-])cn1 was read as Pf gamet viab 12, Avidin fluor 7, Mcl1 Bid PPI -44 and Mcl1-Noxa inh -14.
For Clc1ccc(C2CSc3c4ncnc-4ncn32)cc1 (stereo not drawn) the results were Pf gamet viab -7, Avidin fluor 6, Mcl1 Bid PPI -19 and Mcl1-Noxa inh 3.
Screening O=C(NC1(C(F)(F)F)N=C2SCCN2C1=O)c1ccccc1F (stereo not drawn) returned Pf gamet viab 10, Avidin fluor 10, Mcl1 Bid PPI -10 and Mcl1-Noxa inh 1.
`O=C(c1ccccc1Cl)N1CCC(n2cccc2)CC1` gave Pf gamet viab -11, Avidin fluor 4, Mcl1 Bid PPI -42 and Mcl1-Noxa inh 18.
`CCN(CC)S(=O)(=O)c1cc(NS(=O)(=O)c2ccc(Cl)c(C(=O)O)c2)ccc1C` gave Pf gamet viab -3, Avidin fluor 8, Mcl1 Bid PPI -17 and Mcl1-Noxa inh 1.
`CS(=O)(=O)c1ccccc1C(=O)Nc1nc2ccccc2[nH]1` gave Pf gamet viab 8, Avidin fluor 5, Mcl1 Bid PPI -2 and Mcl1-Noxa inh -12.
For CN(C)S(=O)(=O)c1cccc(NC(=O)COC(=O)c2cc3ccccc3oc2=O)c1 the results were Pf gamet viab 5, Avidin fluor 7, Mcl1 Bid PPI 80* and Mcl1-Noxa inh 24.
Cc1ccc(Nc2ncnc(-n3cccc3)n2)cc1Cl was read as Pf gamet viab 0, Avidin fluor 3, Mcl1 Bid PPI 2 and Mcl1-Noxa inh 22.
`Cc1cc(C(=O)NCCC(C)C)c2ccccc2n1` gave Pf gamet viab 1, Avidin fluor 6, Mcl1 Bid PPI -21 and Mcl1-Noxa inh -11.
`CO/N=C(\CCC(=O)O)c1cccs1` gave Pf gamet viab -2, Avidin fluor 4, Mcl1 Bid PPI -28 and Mcl1-Noxa inh 8.
For Cc1nc(N)[nH]c(=O)c1Oc1cccc(C(F)(F)F)c1 the results were Pf gamet viab 1, Avidin fluor 8, Mcl1 Bid PPI 10 and Mcl1-Noxa inh 5.
For CCN(CC(=O)NC(C)(C)C)C(=O)COc1c(Cl)cc(Cl)c2ccc(C)nc12 the results were Pf gamet viab 3, Avidin fluor 6, Mcl1 Bid PPI -94 and Mcl1-Noxa inh -51.
O=C(/C=C/c1ccccc1Cl)N(Cc1cccs1)C1CCS(=O)(=O)C1 (stereo not drawn) was read as Pf gamet viab -1, Avidin fluor 3, Mcl1 Bid PPI -11 and Mcl1-Noxa inh 3.
N#C/C(=C/c1ccc(F)cc1)c1nnc(NC(=O)c2ccccc2)s1 was read as Pf gamet viab -17, Avidin fluor 7, Mcl1 Bid PPI 3 and Mcl1-Noxa inh 68*.
`Cc1onc(-c2ccccc2)c1CNC(=O)Nc1ccccc1` gave Pf gamet viab -20, Avidin fluor 6, Mcl1 Bid PPI -36 and Mcl1-Noxa inh 8.
Screening COc1cccc(C2=NOC(C(=O)Nc3cc(C)on3)C2)c1 (stereo not drawn) returned Pf gamet viab -4, Avidin fluor 8, Mcl1 Bid PPI -21 and Mcl1-Noxa inh -13.
CC(C)(C)NC(=O)NCc1ccco1 was read as Pf gamet viab -1, Avidin fluor 6, Mcl1 Bid PPI -12 and Mcl1-Noxa inh 9.
Screening Cc1ccc(/C=N/n2c(-c3ccncc3)n[nH]c2=S)s1 returned Pf gamet viab -4, Avidin fluor 5, Mcl1 Bid PPI -24 and Mcl1-Noxa inh 14.
O=C(O)C#Cc1cccc2ccccc12 was read as Pf gamet viab -1, Avidin fluor 9, Mcl1 Bid PPI 24 and Mcl1-Noxa inh 19.
`Cc1ccc(Cc2cc(C)n[nH]c2=O)cc1` gave Pf gamet viab -11, Avidin fluor 7, Mcl1 Bid PPI 14 and Mcl1-Noxa inh 0.
`COc1cccc2[nH]c3c(=O)n(CCCN4CCOCC4)cnc3c12` gave Pf gamet viab 1, Avidin fluor 5, Mcl1 Bid PPI -32 and Mcl1-Noxa inh -6.
For C/C(=N/N=C1\SCC(=O)N1c1ccccc1)c1ccc(C)cc1 the results were Pf gamet viab -6, Avidin fluor 9, Mcl1 Bid PPI -16 and Mcl1-Noxa inh -14.
Screening Cc1cc(C)n(-c2cccc(Cl)c2C#N)n1 returned Pf gamet viab -3, Avidin fluor 8, Mcl1 Bid PPI -2 and Mcl1-Noxa inh 13.

Two neighbouring records out of the list so far, quoted:
For CCN(CC(=O)NC(C)(C)C)C(=O)COc1c(Cl)cc(Cl)c2ccc(C)nc12 the results were Pf gamet viab 3, Avidin fluor 6, Mcl1 Bid PPI -94 and Mcl1-Noxa inh -51.
O=C(/C=C/c1ccccc1Cl)N(Cc1cccs1)C1CCS(=O)(=O)C1 (stereo not drawn) was read as Pf gamet viab -1, Avidin fluor 3, Mcl1 Bid PPI -11 and Mcl1-Noxa inh 3.

The list is partial, so the mix of outcomes need not match the whole.
